Bioassay records deposited in PubChem BioAssay by Sanford-Burnham Center for Chemical Genomics.
tim10-1 inh: growth inhibitors of tim10-1 mutant yeast, primary screen, luminescence, uHTS; hit rate 2.2% among 330,000; AID 463190, 2010; inhibition, % at 20 µM; S. cerevisiae tim10-1 ts strain growth, BacTiter-Glo, 24 h;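 active means inhibition of at least 40%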;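 further: mutant grown at 25 °C; 0% = DMSO wells with yeast and 100% = wells holding no yeast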
APJ antagonist: antagonists of human apelin receptor APJ, primary screen, CHO-K1 cells, beta-arrestin complementation, luminescence; P35414; inhibition, % at 20 µM; hit rate 0.32% among 330,000; AID 2521, 2010;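 active means inhibition above about 40% at 20 µM, limit read from the data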;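 further: cells challenged with 10 nM apelin-13 agonist together with compound; plate controls were apelin-13 plus DMSO wells for no effect and DMSO wells lacking apelin-13 for full effect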
Target sequence (P35414 whole entry, looked up): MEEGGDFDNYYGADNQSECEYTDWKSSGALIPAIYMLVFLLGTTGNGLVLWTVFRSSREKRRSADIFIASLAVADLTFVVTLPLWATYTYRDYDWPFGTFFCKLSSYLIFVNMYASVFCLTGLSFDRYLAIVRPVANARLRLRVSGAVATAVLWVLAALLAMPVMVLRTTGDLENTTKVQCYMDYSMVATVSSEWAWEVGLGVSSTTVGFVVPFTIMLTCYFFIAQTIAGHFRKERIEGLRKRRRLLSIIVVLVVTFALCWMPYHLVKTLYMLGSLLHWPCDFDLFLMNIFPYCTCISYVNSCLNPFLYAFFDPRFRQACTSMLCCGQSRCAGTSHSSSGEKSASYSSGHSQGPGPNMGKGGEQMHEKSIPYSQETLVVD
APJ ag: agonists of human apelin receptor APJ, primary screen, CHO-K1 cells, PathHunter beta-arrestin, luminescence | AID 2520, 2010 | P35414 | 0% DMSO wells, 100% apelin | activation, % at 20 µM | hit rate 0.11% among 330,000;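 active means activation more than six SD over the plate average, tested at 20 µM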;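 further: 0% = DMSO alone and 100% = apelin-13 at 10 nM; some results filed as inactive read as strong as hits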
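Test system: CHO-K1 APJ beta-arrestin complementation cell line | Compound: Single test compound dose, 20 µM final, 1% DMSO | Incubation: Compound 90 min 25 °C, reagent 1 h | Measured by: beta-gal luminescence | Read-out basis: APJ–arrestin association signal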
NALP3 yeast inh: NALP3 inflammasome inhibitors in reconstituted yeast, primary screen, luminescence, uHTS; Yeast reconstituted NLRP3/ASC/caspase-1, beta-gal luminescence, 24 h; inhibition, % at 10 µM; hit rate 0.39% among 330,000;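 active means inhibition of 50% or more; inactive means inhibition below 50%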;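 further: plate controls were induced DMSO wells for no effect and uninduced yeast grown without galactose for full effect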
TIM10 inh: growth inhibitors of isogenic TIM10 control yeast, primary screen, counter-screen for tim10-1 yeast inhibitor project, luminescence, uHTS. inhibition, % at 10 µM. hit rate 1.4% among 330,000. S. cerevisiae TIM10 strain growth, BacTiter-Glo luminescence, 24 h;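 active means inhibition of 40% or more at the single tested concentration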;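 further: wild-type TIM10 isogenic control strain grown at permissive 25 °C; 0% = DMSO yeast wells and 100% = minimal medium wells without yeast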
NR3A LBD binder: binders of NR3A ligand-binding domain, primary screen, biophysical, differential scanning fluorimetry, uHTS. hit rate 2.5% among 340,000. Tm shift relative to glycine control, % at 25 µM. Glutamate receptor ionotropic, NMDA 3A (GRIN3A) ligand-binding domain. AID 1259313, 2017. NR3A LBD differential scanning fluorimetry, Tm shift; 0% = protein alone, 100% = glycine-bound protein;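 active means melting temperature shift of at least 10% of the positive control shift, at one fixed dose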
beta cell repl: inducers of MIN6 beta-cell proliferation, primary screen, ATP luminescence, uHTS; MIN6 cells proliferation, ATPlite luminescence, 48 h; cells starved in 0.2% serum; 100% = growth in 10% serum; proliferation, % at 10 µM; hit rate 0.29% among 330,000; AID 2380, 2010;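 active means compounds whose signal lies at least 3.5 SD above the mean of all wells on their plate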;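 further: 0% = DMSO-treated cells in low-serum medium and 100% = 10% serum control; some compounds called inactive have numbers as strong as hits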
MPTP block: mitochondrial permeability transition pore inhibitors, primary screen, biochemical, isolated mouse mitochondria, absorbance. Ca2+ swelling absorbance, 30 min. inhibition, % at 10 µM. hit rate 1.4% among 360,000. AID 602449, 2012;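 active means inhibition of 50% or more, scaled per plate between neutral and stimulator controls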;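 further: 0% = DMSO wells given calcium and 100% = 1 mM EGTA wells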
tim23-1 inh: growth inhibitors of tim23-1 mutant yeast, primary screen, luminescence, uHTS. S. cerevisiae tim23-1 growth, BacTiter-Glo luminescence, 24 h. inhibition, % at 20 µM. hit rate 1.3% among 330,000. AID 463212, 2010;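 active means growth inhibition of the mutant yeast at or above 50%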;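 further: temperature-sensitive mutant grown at 25 °C; plate controls were DMSO-treated mutant yeast for no effect and medium wells lacking yeast for full effect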
An asterisk follows results filed as active; x = not tested or not shown. The order is random. Share with any hit: about 7.2%.

Preview, 2 compounds:
1: CCOC(=O)C1CCN(C(=O)CCNC(=O)Cn2cnc3ccccc3c2=O)CC1
2: Cc1cc2c(ncn2Cc2ccccc2)c([N+](=O)[O-])c1C
Screen / compound no.,1,2
tim10-1 inh,-27,31
APJ antagonist,-5,2
APJ ag,-2,0
NALP3 yeast inh,4,7
TIM10 inh,12,14
NR3A LBD binder,0,2
beta cell repl,2,0
MPTP block,-2.1,3.7
tim23-1 inh,1,40

The whole of this part, from the first entry:
1: CCOC(=O)C1CCN(C(=O)CCNC(=O)Cn2cnc3ccccc3c2=O)CC1
2: Cc1cc2c(ncn2Cc2ccccc2)c([N+](=O)[O-])c1C
3: Nc1ccc2c(c1)CCC2=O
4: CC(C)COP(=O)(OCC(C)C)C(O)c1ccc(N(C)C)cc1 (stereo not given)
5: Cc1cc(C)n(Cc2cccc(C(=O)N/N=C/c3ccncc3)c2)n1
6: CC(C)c1ccc(/C=N/NC(=O)c2c(Cl)cnn2C)cc1
Screen / compound no.,1,2,3,4,5,6
tim10-1 inh,-27,31,3,21,-3,31
APJ antagonist,-5,2,6,-6,0,-4
APJ ag,-2,0,-3,3,7,-1
NALP3 yeast inh,4,7,10,3,6,18
TIM10 inh,12,14,-3,0,6,24
NR3A LBD binder,0,2,2,6,-1,1
beta cell repl,2,0,-3,-2,2,0
MPTP block,-2.1,3.7,-1.1,2.2,0.2,2.9
tim23-1 inh,1,40,0,18,8,42

Along the list, from the results shown:
APJ antagonist for nos. 1–6, in order: -5, 2, 6, -6, 0, -4
MPTP block for nos. 1–6, in order: -2.1, 3.7, -1.1, 2.2, 0.2, 2.9

The list continues.
7: CC(C(=O)OCC(=O)c1ccc([N+](=O)[O-])cc1)N1C(=O)C2C3C=CC(C3)C2C1=O (stereo not given)
8: CCCC(=O)Nc1nc2nc(C)cc(=O)n2[nH]1
9: Cc1ccc(NC(=S)NNC(C)(C)C)cc1
10: Cc1ccc(OCC(=O)Nc2cccc3nsnc23)c(C)c1
11: OC(CNCCC(c1ccccc1)c1ccccc1)COc1ccccc1 (stereo not given)
12: CCn1ccnc1CN(C)C(=O)c1ccc(OC2CCN(CCc3ccccc3)CC2)cc1
Screen / compound no.,7,8,9,10,11,12
tim10-1 inh,-2,14,8,0,22,-27
APJ antagonist,-38,-40,1,10,-4,14
APJ ag,0,0,0,3,-3,2
NALP3 yeast inh,3,5,51*,3,23,6
TIM10 inh,-9,-11,2,6,17,-13
NR3A LBD binder,1,1,-1,1,0,2
beta cell repl,-2,0,-2,1,-6,-2
MPTP block,-3.2,2.3,-1.8,0.1,77*,1.0
tim23-1 inh,7,18,-4,8,15,-19

13: CCOC(=O)C1CCN(Cc2ccc(OC)c(OCc3ccccc3)c2)CC1
14: CC(Nc1nc(-c2cccc(Br)c2)cs1)c1nc2cc(Cl)c(N3CCCCC3)cc2n1CCOCCO (stereo not given)
15: O=C(COc1ccc(S(=O)(=O)N2CCOCC2)cc1Cl)NCCN1CCOCC1
16: O=C(Nc1cc(Cl)ccc1-n1cncn1)c1cccs1
17: Cc1cc(NC(=O)CSc2nnc(-c3c[nH]c4ccccc34)n2-c2ccc(F)cc2)no1
18: COC(=O)CCC(=O)Nc1ccc(S(=O)(=O)Nc2cc(OC)nc(OC)n2)cc1
Screen / compound no.,13,14,15,16,17,18
tim10-1 inh,5,27,3,9,-14,15
APJ antagonist,-5,24,-4,-14,-5,5
APJ ag,-1,-2,-2,-5,3,1
NALP3 yeast inh,25,15,14,40,-1,13
TIM10 inh,-8,22,3,13,-26,-17
NR3A LBD binder,2,-4,1,1,-25,-1
beta cell repl,1,-8,2,2,4,-4
MPTP block,4.6,0.0,-0.1,-0.8,1.0,2.1
tim23-1 inh,7,24,-7,-2,-1,3

Complete entries as entered above. Order of values: tim10-1 inh	APJ antagonist	APJ ag	NALP3 yeast inh	TIM10 inh	NR3A LBD binder	beta cell repl	MPTP block	tim23-1 inh
Entry for CCOC(=O)C1CCN(Cc2ccc(OC)c(OCc3ccccc3)c2)CC1 = 5	-5	-1	25	-8	2	1	4.6	7
Entry for Cc1cc(NC(=O)CSc2nnc(-c3c[nH]c4ccccc34)n2-c2ccc(F)cc2)no1 = -14	-5	3	-1	-26	-25	4	1.0	-1

The list goes on.
19: Cc1noc(C)c1C(=O)N1CCCC(C(=O)c2ccc(Cl)cc2)C1 (stereo not given)
20: Cc1cc(-c2nc(C)c(C(=O)NNS(=O)(=O)c3ccccc3)s2)no1
21: CCc1cccc(NC(=S)N2CCC(c3ccccc3)C2)c1 (stereo not given)
22: COC(=O)c1ccc(CN(c2ccc(OC)cc2)S(=O)(=O)c2ccccc2)cc1
23: CN(C)c1cccc(C(=O)OCC(=O)NCc2ccco2)c1
24: O=C(Nc1nc(-c2ccco2)c(-c2ccco2)s1)C1CCC1
Screen / compound no.,19,20,21,22,23,24
tim10-1 inh,13,-3,18,6,16,45*
APJ antagonist,-5,3,5,15,3,-19
APJ ag,-4,-1,-3,0,-1,-1
NALP3 yeast inh,-2,-4,52*,19,9,-6
TIM10 inh,-5,-12,39,17,12,46*
NR3A LBD binder,4,0,1,0,-2,-8
beta cell repl,-5,-1,-1,-4,-1,-5
MPTP block,-0.9,1.6,7.0,5.5,2.3,1.6
tim23-1 inh,10,4,36,-14,5,66*

25: CCC(C(=O)OC)n1cnc2c(nnn2-c2cccc(Cl)c2)c1=O (stereo not given)
26: CCOc1nc2cnccc2n(CC(=O)Nc2ccccc2C(=O)OC)c1=O
27: CC(=O)OC1CCC2C3CCC4=CC(=O)CCC4(C)C3CCC2(C)[C@]1(C)O (stereo not given in full)
28: CC1Cc2ccccc2N1CC(=O)Nc1ccc(N2CCOCC2)cc1 (stereo not given)
29: CCOc1ccc(N2CC(C(=O)Nc3cc(S(=O)(=O)N4CCCCC4)ccc3C)CC2=O)cc1 (stereo not given)
30: Cc1ccccc1/C=C/C(=O)c1ccc([N+](=O)[O-])o1
Screen / compound no.,25,26,27,28,29,30
tim10-1 inh,-2,19,13,10,2,67*
APJ antagonist,18,14,5,5,-2,-16
APJ ag,-1,-6,-3,0,-4,12
NALP3 yeast inh,18,1,8,10,6,42
TIM10 inh,-15,7,10,12,2,-8
NR3A LBD binder,0,-2,2,0,-1,-1
beta cell repl,0,14*,1,0,2,-8
MPTP block,-2.7,-0.5,-0.1,1.5,-0.7,x
tim23-1 inh,11,3,30,2,0,-7

31: CNS(=O)(=O)c1ccc(C(=O)NCC(=O)NCCC(c2ccccc2)c2ccccc2)cc1
32: Cc1[nH][nH]c(=O)c1C(c1ccc(F)cc1)c1c(C)[nH][nH]c1=O
33: COc1ccc(N(Cc2cc3cccc(C)c3[nH]c2=O)S(C)(=O)=O)cc1
34: O=C(c1sc2cc(F)ccc2c1Cl)N1CCN(c2ccccc2)CC1
35: COc1ccc(C2C3=C(CCCC3=O)Nc3nc(-c4cc(OC)c(OC)c(OC)c4)nn32)cc1OC (stereo not given)
36: O=C(CNc1ccc(F)cc1F)NC(=O)NCc1ccco1
Screen / compound no.,31,32,33,34,35,36
tim10-1 inh,6,23,7,29,19,-20
APJ antagonist,12,6,10,11,7,-19
APJ ag,-4,0,0,-3,-3,-3
NALP3 yeast inh,1,24,-9,9,-16,-11
TIM10 inh,6,14,10,13,-1,-18
NR3A LBD binder,-4,1,0,-3,-2,0
beta cell repl,-3,-1,-4,-1,-1,-2
MPTP block,1.1,-1.6,-0.1,-2.0,-0.8,0.5
tim23-1 inh,7,27,26,36,3,-20

37: CCOc1ccccc1NC(=S)N1CCN(c2ccccc2F)CC1
38: CN1CCC(OC(=O)COc2ccc(C(C)(C)C)cc2)CC1
39: CCOC(=O)C1CCCN(Cc2nc(Cc3ccccc3Cl)no2)C1 (stereo not given)
40: COC(=O)CCCC1=CC2=C(c3ccccc3)C(=O)C(C)(OC(=O)C3CCCC3)C(=O)C2=CN1CC1CC1 (stereo not given)
41: COc1ccc(-c2noc(C(C)NC(=O)c3ccco3)n2)cc1OC (stereo not given)
42: CCNCc1ccccc1OCc1ccccc1
Screen / compound no.,37,38,39,40,41,42
tim10-1 inh,0,3,27,-5,-57,12
APJ antagonist,-10,-1,-1,-43,9,1
APJ ag,-3,-4,-2,10,2,-3
NALP3 yeast inh,17,-3,8,15,10,15
TIM10 inh,24,-6,9,6,-27,13
NR3A LBD binder,-1,0,2,3,-1,0
beta cell repl,-2,-1,-1,-8,0,0
MPTP block,0.2,-1.3,-0.3,1.1,0.7,2.1
tim23-1 inh,17,4,10,12,-17,3

43: O=C(NCCOc1ccc(F)cc1)c1ccccc1SCc1ccccc1
44: CN(C)c1oc(/C=C/c2cccs2)nc1S(=O)(=O)c1ccccc1
45: CC1=C(C(=O)Nc2ccccc2C)C(c2cccs2)NC(=S)N1 (stereo not given)
46: Cc1[nH]c(=O)cc2ccccc12
47: CCCCNCC#CCOc1cc(C)ccc1C(C)C
48: CCc1ccccc1NC1=NCC(=O)N1Cc1ccccc1
Screen / compound no.,43,44,45,46,47,48
tim10-1 inh,31,14,19,9,2,24
APJ antagonist,-17,7,-28,-21,9,4
APJ ag,5,-4,3,-3,-2,-2
NALP3 yeast inh,26,22,8,12,49,-56
TIM10 inh,12,-21,-2,-16,17,-4
NR3A LBD binder,-6,-4,-2,-1,-1,-1
beta cell repl,-5,0,-1,1,-3,-2
MPTP block,3.0,-0.1,-0.6,-5.7,5.2,1.1
tim23-1 inh,28,20,22,4,15,-28

Taken from above.
In MPTP block, cpd 48 shows 1.1
In APJ antagonist, cpd 43 shows -17

Remaining list, next part
49: COC(=O)c1ccc(-c2ccc(C(c3c(C)[nH][nH]c3=O)c3c(C)[nH][nH]c3=O)o2)cc1
50: O=C(Nc1ccc(Cc2nc3ccccc3s2)cc1)c1ccncc1
51: Cn1c(SCC(=O)N2CCCC2)nc2cccnc21
52: COc1cc(C)c(NC(=S)Nc2ccc(C)c(Cl)c2)cc1OC
Screen / compound no.,49,50,51,52
tim10-1 inh,0,15,-17,25
APJ antagonist,26,3,19,11
APJ ag,-4,-1,-2,-2
NALP3 yeast inh,12,23,5,-4
TIM10 inh,-6,19,-12,22
NR3A LBD binder,-3,-3,1,6
beta cell repl,-1,-2,-4,-6
MPTP block,-24,16,-1.0,61*
tim23-1 inh,57*,26,-9,24
